JMJD2A Tudor inh: qHTS Assay for Inhibitors of JMJD2A-Tudor Domain. Potency, µM (titrated, usually from 114 µM), for the others: top-dose activity change, negative = inhibition, actives largely listed as inhibitors. AID 504339, 2011. 4.4% of 390,000 active. Lysine-specific demethylase 4A (Homo sapiens), O75164. AlphaScreen JMJD2A-Tudor / H3K4me3 peptide binding; also: % is scaled to controls: 0 for no effect and ±100 for the full control effect; nearly all actives have a fitted effect of over 50% in size
POLH inh: qHTS for Inhibitors of Polymerase Eta. DNA polymerase eta (Homo sapiens), Q9Y253. Potency, µM (highest dose often 114 µM), inactives show at the top dose activity change, negative = inhibition, actives largely listed as inhibitors. recombinant Pol eta, fluorescent DNA replication assay. 1.2% of 390,000 active; also: % is scaled to controls: 0 for no effect and ±100 for the full control effect
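Pol eta (10 nM) was preincubated with compounds for 15 min at room temperature, after which fluorescent replication substrate (50 nM final) was added to start the reaction. Fluorescence was read kinetically at 0 and 10 min.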
Pol beta inh: qHTS Assay for Inhibitors of DNA Polymerase Beta. Pol beta primer extension/strand displacement, fluorescence kinetic. Potency, µM (doses to about 114 µM), without a hit: at the highest dose activity change, negative = inhibition, hits mostly inhibitors. 1.3% of 340,000 active. P06746; also: % is scaled to controls: 0 for no effect and ±100 for the full control effect
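Values derive from four-parameter Hill fits of normalized kinetic data: reads at 0 and 10 min following addition of 50 nM substrate to 10 nM Pol beta preincubated 15 min with compound.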
BAZ2B inh: qHTS Assay for Inhibitors of BAZ2B; Potency, µM (titrated, usually from 114 µM), inactives show at the highest dose activity change, negative = inhibition, hits mostly inhibitors; AID 504333, 2011; 4.4% of 360,000 active; Bromodomain adjacent to zinc finger domain protein 2B (Homo sapiens), Q9UIF8; AlphaScreen BAZ2B-H3K14Ac peptide displacement; also: % is scaled to controls: 0 for no effect and ±100 for the full control effect; nearly all actives have a fitted effect of over 60% in size
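Compounds, titrated to a top concentration of 110 uM, were incubated 30 min at room temperature with preformed BAZ2B/acetyl-K14 H3 peptide complex (50 nM each). Proximity signal was measured by AlphaScreen after 20 min with beads.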
APE1 inh: qHTS Assay for Inhibitors of the Human Apurinic/apyrimidinic Endonuclease 1 (APE1); DNA repair nuclease/redox regulator APEX1 (Homo sapiens), P27695; recombinant APE1, TAMRA/BHQ-2 abasic DNA cleavage fluorescence; Potency, µM (highest dose often 65.8 µM), for inactives: top-dose activity change, negative = inhibition, actives largely listed as inhibitors; 0.35% of 350,000 active; AID 2517, 2012;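 also: plate controls were vehicle for no effect and reference inhibitor for full effect; nearly all actives have a fitted effect of over 55% in size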
Target sequence (P27695 whole entry, looked up): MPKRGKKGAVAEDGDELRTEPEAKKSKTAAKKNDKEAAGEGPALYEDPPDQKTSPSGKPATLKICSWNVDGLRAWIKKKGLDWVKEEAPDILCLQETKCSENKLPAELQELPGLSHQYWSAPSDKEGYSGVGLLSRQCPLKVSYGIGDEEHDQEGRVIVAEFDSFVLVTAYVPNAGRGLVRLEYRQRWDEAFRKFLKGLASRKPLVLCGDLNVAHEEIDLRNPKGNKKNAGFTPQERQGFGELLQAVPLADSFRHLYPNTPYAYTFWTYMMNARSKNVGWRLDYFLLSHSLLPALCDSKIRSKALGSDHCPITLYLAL
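Compound pre-exposure to 0.75 nM APE1, 15 min at ambient temperature. Reaction initiated with 50 nM TAMRA/BHQ-2 THF substrate, read immediately in kinetic mode, 525 nm excitation, 598 nm emission.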
G9a inh: qHTS Assay for Inhibitors of Histone Lysine Methyltransferase G9a | Histone-lysine N-methyltransferase EHMT2 (Homo sapiens), Q96KQ7 | G9a H3K9 monomethylation, AlphaScreen, 2 h | Potency, µM (top dose mostly 102 µM), for the others: at the top dose activity, negative = inhibition, most hits filed as inhibitors | 8.8% of 350,000 active; also: % is scaled to controls: 0 for no effect and ±100 for the full control effect; nearly all actives have a fitted effect of over 75% in size
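G9a (20 nM) was preincubated 15 min with compound, then reacted 2 h at room temperature with 500 nM biotin-H3K9 peptide and 20 µM SAM. Monomethyl-H3K9 detected by AlphaScreen using anti-H3K9me1 antibody.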
Pol iota inh: qHTS for Inhibitors of Polymerase Iota. DNA polymerase iota (Homo sapiens), Q9UNA4. 1% of 390,000 active. Pol iota fluorescent replication assay, 10 min. Potency, µM (doses to about 115 µM), for inactives: at the highest dose activity, negative = inhibition, actives largely listed as inhibitors. AID 588590, 2011
Target sequence (Q9UNA4 whole entry, looked up): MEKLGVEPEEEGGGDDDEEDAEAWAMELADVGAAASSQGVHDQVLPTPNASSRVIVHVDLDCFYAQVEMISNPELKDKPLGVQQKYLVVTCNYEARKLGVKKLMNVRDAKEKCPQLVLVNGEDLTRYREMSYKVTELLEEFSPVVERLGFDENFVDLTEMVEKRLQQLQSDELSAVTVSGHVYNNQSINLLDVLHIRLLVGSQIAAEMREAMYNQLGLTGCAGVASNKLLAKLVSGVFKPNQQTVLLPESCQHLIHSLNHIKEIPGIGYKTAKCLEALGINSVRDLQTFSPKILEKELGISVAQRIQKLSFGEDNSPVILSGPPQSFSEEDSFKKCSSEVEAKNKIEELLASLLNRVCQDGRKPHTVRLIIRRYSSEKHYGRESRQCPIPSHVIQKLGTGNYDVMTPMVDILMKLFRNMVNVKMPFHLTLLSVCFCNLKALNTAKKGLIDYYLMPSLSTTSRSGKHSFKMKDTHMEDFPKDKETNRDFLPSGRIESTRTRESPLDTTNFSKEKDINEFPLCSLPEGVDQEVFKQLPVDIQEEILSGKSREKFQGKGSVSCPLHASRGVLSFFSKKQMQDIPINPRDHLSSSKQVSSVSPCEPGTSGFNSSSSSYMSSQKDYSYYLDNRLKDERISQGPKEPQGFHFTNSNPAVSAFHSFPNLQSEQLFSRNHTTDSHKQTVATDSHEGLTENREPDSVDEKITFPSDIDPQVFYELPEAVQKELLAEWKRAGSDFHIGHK
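Pol iota at 10 nM preincubated 15 min with compounds at room temperature; reaction started with fluorescent substrate, 50 nM final. Fluorescence read kinetically at 0 and 10 min; buffer-only wells as negative control.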
POLK inh: qHTS for Inhibitors of Polymerase Kappa | DNA polymerase kappa (Homo sapiens), Q9UBT6 | purified Pol kappa, fluorescent DNA synthesis assay, 10 min | Potency, µM (titrated, usually from 107 µM), without a hit: at the top dose activity, negative = inhibition, usual class: inhibitors | 0.53% of 400,000 active | AID 588579, 2011; also: % is scaled to controls: 0 for no effect and ±100 for the full control effect
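Readout: fluorescence, taken kinetically at 0 and 10 min. Conditions: 10 nM Pol kappa, 15 min RT compound preincubation, 50 nM substrate final. Controls: enzyme-free buffer wells.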
BLM helicase inh: qHTS Assay for Inhibitors of Bloom's syndrome helicase (BLM); RecQ-like DNA helicase BLM (Homo sapiens), P54132; recombinant BLM DNA unwinding, fluorescence dequenching; Potency, µM (doses to about 56.1 µM), without a hit: at the highest dose activity change, negative = inhibition, usual class: inhibitors; 0.2% of 350,000 active;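 also: plate controls were vehicle for no effect and no enzyme for full effect; nearly all actives have a fitted effect of over 35% in size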
Active calls of the source: *; ? = inconclusive; nt = not tested or not shown; [ ] = remark or other dose. Calls follow the shape of the dose curve; as a rule, active = well fitted curve in the direction sought with a large enough effect; inconclusive = small, poorly fitted or top-dose-only effect, or another doubt; inactive = no such curve, though single readings can be large; an effect the other way counts as inactive or inconclusive. Potency is read from the fitted curve at half-maximal effect. A portion of the library; rates above refer to the full screens.

SMILES	JMJD2A Tudor inh	POLH inh	Pol beta inh	BAZ2B inh	APE1 inh	G9a inh	Pol iota inh	POLK inh	BLM helicase inh
Cc1ccc(CNC(=O)CCc2c(C)c3ccc(O)c(C)c3oc2=O)cc1	-16%	-9%	-9%	0%	nt	-7%[59 µM]	1%	-5%	0%
CCCCN1CCc2nc(Nc3ccc(OC)cc3OC)ncc2C1	?	nt	13%	?	nt	-9%[59 µM]	-3%	-8%[60.1 µM]	2%
Cc1c(C(=O)N2CC(C)OC(C)C2)sc2nc(-c3ccccc3)cn12 (stereo not given)	nt	nt	20%	-5%	1%	-26%	nt	nt	-1%
CCC(=O)Nc1ccc(C(=O)NCc2ccccn2)cc1	1%	5%	28%	-13%	-4%	6%	-3%	-3%[60.1 µM]	2%
O=c1c(-c2ccc(Cl)cc2)nc2cnc(N3CCOCC3)nc2n1CCc1ccccc1	nt	nt	nt	nt	-8%	-1%[0.501 µM]	nt	-2%[60.1 µM]	6%
COc1cccc(-c2c(C(=O)O)cc(O)c3ccc(OC)cc23)c1	-7%	-18%	nt	nt	nt	nt	-15%	3%	nt
O=C1COc2ccc(S(=O)(=O)CCC(=O)N3CCN(c4cccc(Cl)c4)CC3)cc2N1	2%	-10%	3%	?	-7%	10%	-22%	-17%	-2%
O=C(CN(c1ccc(F)cc1)S(=O)(=O)c1ccc2c(c1)OCCO2)NCc1ccccn1	-12%	1%	4%	-12%	-6%	19%[59 µM]	10%	-7%	0%
Cc1cc2ccccc2nc1SCC(=O)NC1CCCCC1	-2%	-19%	-15%	?	3%	nt	-7%	7%	-7%
CC1CCCCN1S(=O)(=O)c1ccc(S(=O)(=O)NCCc2ccncc2)cc1 (stereo not given)	-18%	-8%	4%	6%	7%	2%[59 µM]	51%[activator]	-3%[60.1 µM]	-1%
Cc1ccc(NC(=O)COc2ccccc2C(=O)Nc2ccccc2)cc1Cl	1%	-6%	-17%	-8%	22%	1%[59 µM]	-7%	-15%	-11%
CCCCOCCCNS(=O)(=O)c1ccccc1	0%	-2%	35%	-3%	?	-3%[59 µM]	12%	-18%	-1%
CCOc1ccc(NC(=O)c2cnn3c2NC(c2ccccc2)=CC3c2cccc(OC)c2OC)cc1 (stereo not given)	?	-17%	0%	?	nt	?	-2%	-1%	-6%
CCS(=O)(=O)n1nc(-c2ccc(Cl)cc2)nc1SC	38%[activator]	0%	?	26%	-1%	7%[59 µM]	-2%	-19%	0%
CC(C)N1CCN(Cc2ccc(C#CCCO)cc2)CC1CCO (stereo not given)	-14%	-1%	?	-10%	8%	nt	-7%	2%	-6%
CCc1ccccc1N(CC)C(=O)c1cn(C)c(=O)c2cc(OC)c(OC)cc12	-9%	7%	0%	4%	-3%	6%[12.7 µM]	4%	-5%	-1%
O=C(Cc1ccsc1)NCC(c1ccco1)N1CCCCC1 (stereo not given)	-12%	-12%	16%	nt	0%	-6%[59 µM]	10%	-8%	-4%
O=C(CNC(=O)c1ccc2c(c1)OCCO2)N/N=C/c1ccc(Cl)cc1	-3%	-1%	-4%	?	5%	16%	35%[activator]	16%	-7%
CCCN1Cc2cccc(C(=O)NC(CC(=O)OCC)c3ccc(OC(C)C)cc3)c2C1=O (stereo not given)	-15%	-16%	-3%	-13%	4%	22%[59 µM]	35%[activator]	-2%	-14%
COc1ccc(NC(=O)c2cc3c(=O)n(Cc4ccco4)ccc3nc2C)cc1	-26%	0%	2%	-14%	nt	7%[59 µM]	-1%	-2%	-3%
CC(NC(=O)Cn1nc(-c2ccccc2)c2ccccc2c1=O)c1ccccc1 (stereo not given)	-8%	-3%	12%	5%[57.1 µM]	0%	-5%	4%	-17%	-9%
COc1ccc(-n2cnnc2)cc1	3%	-9%	19%	4%	12%	-44%	2%	-1%	-1%
CC(C)OCCCNc1nc2c(-c3ccccc3)nnn2c2ccccc12	nt	nt	3%	19%	6%	29%	nt	nt	-9%
COc1ccccc1CNC(=O)C(=O)NCC1OCCCN1S(=O)(=O)c1ccc(F)cc1C (stereo not given)	-10%	?	-19%	-10%	4%	nt	12%	-4%	-3%
CC(=O)C1=C(C)NC(=S)NC1c1cc([N+](=O)[O-])ccc1O (stereo not given)	-9%	3%	5%	-7%	0%	nt	-14%	6%	-5%

The closing two records of the part before open the next one:
SMILES	JMJD2A Tudor inh	POLH inh	Pol beta inh	BAZ2B inh	APE1 inh	G9a inh	Pol iota inh	POLK inh	BLM helicase inh
COc1ccccc1CNC(=O)C(=O)NCC1OCCCN1S(=O)(=O)c1ccc(F)cc1C (stereo not given)	-10%	?	-19%	-10%	4%	nt	12%	-4%	-3%
CC(=O)C1=C(C)NC(=S)NC1c1cc([N+](=O)[O-])ccc1O (stereo not given)	-9%	3%	5%	-7%	0%	nt	-14%	6%	-5%
COc1ccc(S(=O)(=O)N(c2onc(C)c2Cl)S(=O)(=O)c2ccc(OC)c(OC)c2)cc1OC	25µM*	3%	0%	79µM*	-11%	?	6%	0%	-1%
O=C(Cc1c[nH]c2ccccc12)N1CCN(c2ccccc2)CC1	-28%	9%	0%	-30%	-1%	?	-5%	-11%	-4%
Cc1cc([N+](=O)[O-])ccc1NC(=O)CCC(=O)N1CCCCCC1	-20%	-19%	40%	0%	21%	71%[activator]	43%[activator]	-11%	-1%
c1ccc(Cn2nnnc2C(c2cccs2)N2CCSCC2)cc1 (stereo not given)	-15%	-6%	13%	6%	-4%	24%[59 µM]	-20%	-12%	-1%
COc1ccc(/C=N\N=C2/SC(CC(=O)O)C(=O)N2c2ccc(O)cc2)cc1OC (stereo not given)	6%	-18%	5%	4%	3%	1%[59 µM]	-18%	-5%	3%
O=C(COC(=O)c1ccccc1)Nc1cccc(S(=O)(=O)N2CCCCC2)c1	-29%	-16%	nt	5%	-9%	?	12%	-3%	nt
N#Cc1ccccc1S(=O)(=O)N1CCN(C(=O)CN2CCCSc3ccccc32)CC1	-16%	-23%	nt	-1%	-11%	8%[2.33 µM]	37%[activator]	-11%	nt
CCc1ccc(-c2cc(C)no2)cc1S(=O)(=O)N1CCN(c2cc(C)ccc2C)CC1	-6%	-13%	24%	-13%	-9%	nt	5%	-1%	-8%
CCCCn1c(N)c(N(CC)C(=O)C2CCC2)c(=O)[nH]c1=O	-7%	-3%	nt	-5%	5%	?	-23%	-3%	nt
Cc1c(NC(=O)c2ccc(Cl)cc2)cc(C(C)C)c(O)c1S(=O)(=O)c1ccc(Cl)cc1	-15%	-20%	-11%	-9%	nt	-2%[59 µM]	12%	-28%	-4%
COc1cc(Cl)c(C)cc1Nc1nc2ccccc2c2nnc(C)n12	-4%	-14%	12%	16%	nt	7%[59 µM]	31%[activator]	9%	0%
CCc1ccc2c(c1)C(c1ccc([N+](=O)[O-])cc1)=NNC(c1ccc(Br)cc1)=N2	-11%	-21%	19%	-5%	9%	-2%	14%	4%	5%
c1ccc2c(c1)nc(N1CCN(C3CCCCC3)CC1)c1nnnn12	nt	nt	-2%	9%	-3%	-6%[59 µM]	nt	nt	0%
Cn1c(NCc2cccnc2)nc2c1c(=O)n(Cc1ccccc1F)c(=O)n2C	-20%	-25%	-18%	-2%	-1%	20%[12.7 µM]	13%	-26%	-2%
Cc1cc(C)cc(-n2ncc3c2CCCC3NC(=O)c2cc(C)oc2C)c1 (stereo not given)	-19%	-15%	-18%	-6%[57.1 µM]	14%	?	47%[activator]	-18%	-3%
Cc1cc(C(=O)COc2ccc(-c3nnco3)cc2)c(C)n1Cc1ccccc1	?	-14%	-11%	-38%	-5%	?	10%	-16%	-1%
Cc1ccc(NC(=O)CSCC(=O)NCCc2ccccc2)c(C)c1	-2%	-8%	nt	-5%	1%	0%[59 µM]	13%	6%	nt
O=C(Nc1nccs1)C1CCN(S(=O)(=O)c2ccc3c(c2)OCCCO3)CC1	-18%	-14%	-13%	-10%	18%	?	16%	-5%	-2%

Entries of single compounds from above.
Listed for CCS(=O)(=O)n1nc(-c2ccc(Cl)cc2)nc1SC = JMJD2A Tudor inh = 38%[activator]; POLH inh = 0%; Pol beta inh = ?; BAZ2B inh = 26%; APE1 inh = -1%; G9a inh = 7%[59 µM]; Pol iota inh = -2%; POLK inh = -19%; BLM helicase inh = 0%
Listed for Cc1ccc(CNC(=O)CCc2c(C)c3ccc(O)c(C)c3oc2=O)cc1 = JMJD2A Tudor inh = -16%; POLH inh = -9%; Pol beta inh = -9%; BAZ2B inh = 0%; APE1 inh = nt; G9a inh = -7%[59 µM]; Pol iota inh = 1%; POLK inh = -5%; BLM helicase inh = 0%
Listed for Cc1ccc(NC(=O)COc2ccccc2C(=O)Nc2ccccc2)cc1Cl = JMJD2A Tudor inh = 1%; POLH inh = -6%; Pol beta inh = -17%; BAZ2B inh = -8%; APE1 inh = 22%; G9a inh = 1%[59 µM]; Pol iota inh = -7%; POLK inh = -15%; BLM helicase inh = -11%

Part of the list above with just APE1 inh.
| Structure | APE1 inh |
| --- | --- |
| Cc1cc([N+](=O)[O-])ccc1NC(=O)CCC(=O)N1CCCCCC1 | 21% |
| Cn1c(NCc2cccnc2)nc2c1c(=O)n(Cc1ccccc1F)c(=O)n2C | -1% |

Source: PubChem BioAssay
